Screening results: PubChem, NMMLSC
MEP2-GFP yeast: yeast TOR pathway MEP2-GFP modulation; actives 0.51% (n = 330,000); GFP response vs DMSO, % at 10 µM; S. cerevisiae MEP2-GFP strain, flow cytometry GFP, 3 h; 100% = DMSO control level;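 active = GFP response versus DMSO above a set limit, roughly screen mean plus 3 SD, cut at about 180% in these data; inconclusive = fewer than 70 cells counted for a yeast strain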;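 also: median GFP fluorescence of the barcode-gated MEP2-GFP cells per well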
GRK2 aptamer HTS: blocks RNA aptamer binding to human GRK2. inhibition of aptamer binding, % at 10 µM. actives 0.59% (n = 330,000). AID 488847. P25098. bead flow cytometry, FAM-aptamer displacement from GRK2;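 active = inhibition of aptamer binding above 40%, roughly 3 SD of noise, on plates passing a quality check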;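 also: median bead fluorescence of bound FAM aptamer so fluorescent compounds give negative values; no value below 0 was filed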
LAP4 TOR yeast: modulators of TOR pathway LAP4-GFP in S. cerevisiae | S. cerevisiae LAP4-GFP multiplex, flow cytometry GFP, 3 h; median GFP as percent of DMSO wells | GFP response vs DMSO, % at 10 µM | actives 0.34% (n = 320,000) | AID 2023;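 active = GFP response vs DMSO above a set limit, about the screen mean plus 3 SD, cut at about 150% in these data; inconclusive = under 70 cell events counted for the yeast strain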
CIT2-GFP yeast: modulators of TOR pathway CIT2-GFP in S. cerevisiae; actives 0.065% (n = 320,000); S. cerevisiae CIT2-GFP strain, flow cytometry, 3 h; 100 means same as DMSO wells; GFP response vs DMSO, % at 10 µM;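 active = GFP response relative to DMSO above a set limit, near the screen mean plus 3 SD, cut at about 150% in these data; inconclusive = Fewer than 70 cells measured for a yeast strain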;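 also: ratio of well median GFP fluorescence to mean of DMSO wells on the plate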
VLA-4 inh: inhibition in a human VLA-4 binding assay | P13612 | VLA-4 expressing cells, ligand binding flow cytometry | inhibition, % (about 7 µM as worked out from the volumes in the protocol) | actives 0.2% (n = 330,000) | AID 2557; in the data active = inhibition above about 50%
Target sequence (P13612 whole entry, looked up): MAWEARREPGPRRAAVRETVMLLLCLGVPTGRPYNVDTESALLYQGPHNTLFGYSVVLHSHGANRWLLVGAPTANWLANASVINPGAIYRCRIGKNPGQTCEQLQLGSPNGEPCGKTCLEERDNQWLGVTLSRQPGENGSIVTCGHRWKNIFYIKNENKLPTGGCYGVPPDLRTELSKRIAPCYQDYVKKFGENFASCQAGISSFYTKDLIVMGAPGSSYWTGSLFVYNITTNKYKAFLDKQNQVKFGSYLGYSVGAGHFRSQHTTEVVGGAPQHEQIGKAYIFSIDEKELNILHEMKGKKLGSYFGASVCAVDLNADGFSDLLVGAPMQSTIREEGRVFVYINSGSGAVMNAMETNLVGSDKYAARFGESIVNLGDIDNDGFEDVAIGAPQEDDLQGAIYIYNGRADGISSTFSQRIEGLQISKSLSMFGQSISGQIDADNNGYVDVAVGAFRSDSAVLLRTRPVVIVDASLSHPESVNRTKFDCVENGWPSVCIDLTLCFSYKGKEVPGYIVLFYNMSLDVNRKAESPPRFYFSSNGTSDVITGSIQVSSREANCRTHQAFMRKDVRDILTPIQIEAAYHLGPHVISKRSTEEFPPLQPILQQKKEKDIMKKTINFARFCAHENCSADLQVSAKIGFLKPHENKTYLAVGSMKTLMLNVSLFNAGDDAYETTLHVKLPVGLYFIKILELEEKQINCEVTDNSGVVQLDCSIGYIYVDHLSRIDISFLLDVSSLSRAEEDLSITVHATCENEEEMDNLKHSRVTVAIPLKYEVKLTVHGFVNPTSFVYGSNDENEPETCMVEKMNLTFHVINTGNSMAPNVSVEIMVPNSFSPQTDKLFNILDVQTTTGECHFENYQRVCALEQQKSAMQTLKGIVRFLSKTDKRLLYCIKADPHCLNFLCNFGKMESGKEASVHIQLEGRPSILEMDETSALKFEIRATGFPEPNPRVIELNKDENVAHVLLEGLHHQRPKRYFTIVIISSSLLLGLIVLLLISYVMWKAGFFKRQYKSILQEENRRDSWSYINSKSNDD
AGP1-GFP MLPCN: modulators of TOR pathway AGP1-GFP in S. cerevisiae; GFP response vs DMSO, % at 10 µM; S. cerevisiae AGP1-GFP multiplex flow cytometry, 3 h; GFP as percent of DMSO wells; actives 0.02% (n = 320,000);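 active = GFP response relative to DMSO above a set limit, near screen average plus 3 SD, cut at about 150% in these data; inconclusive = fewer than 70 cells counted for the yeast strain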;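 also: median GFP channel fluorescence of the gated AGP1 strain per well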
RPL19A-GFP yeast: yeast TOR pathway RPL19A-GFP modulation. AID 2025. actives 0.3% (n = 330,000). percent response vs DMSO, % at 10 µM. S. cerevisiae RPL19A-GFP strain, flow cytometry, 3 h; stronger effect = lower value;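 active = percent response vs DMSO below 50%; inconclusive = fewer than 70 events counted for the yeast strain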;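 also: median channel GFP fluorescence of the barcoded RPL19A-GFP strain; ratio of sample median GFP to plate DMSO average so 100% = DMSO; lower means less RPL19A-GFP as with rapamycin TOR inhibition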
CR mimetic SO: yeast age-related superoxide inhibition as caloric restriction mimetic | superoxide response (% of plate mean), % at 10 µM | S. cerevisiae aged cells, superoxide DHE fluorescence; stronger effect = lower value | actives 0.18% (n = 330,000);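 active = superoxide response under a set limit, about three screen SD below normal, cut at about 65% in these data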;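 also: yeast aged for seven days with compound at 30 °C before DHE staining; 100% = average MFI of all compound-treated wells on the plate with controls excluded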
Active calls of the source: *; ? = inconclusive; · = not tested or not shown; [ ] = another dose, or the depositor's remark.

SMILES	MEP2-GFP yeast	GRK2 aptamer HTS	LAP4 TOR yeast	CIT2-GFP yeast	VLA-4 inh	AGP1-GFP MLPCN	RPL19A-GFP yeast	CR mimetic SO
COc1ccc2nc(C)cc(N3CCN(S(=O)(=O)c4ccccc4F)CC3)c2c1	103.5	5.0	99.6	101.5	-15.3	104.0	102.3	116.6
CSc1ncc(C(=O)Nc2cccc(S(N)(=O)=O)c2)n1-c1ccccc1	103.7	0.0	95.3	104.7	4.7	104.7	109.8	99.2
COc1ccc(C(=O)OCC(=O)Nc2ccccc2)cc1[N+](=O)[O-]	81.7	0.0	90.6	91.7	-5.7	84.7	87.9	101.8
O=C(c1cc(S(=O)(=O)NCc2ccco2)ccc1Br)N1CCOCC1	102.2	2.0	98.5	97.9	3.5	101.0	98.3	99.9
Cc1cc(C)c2oc(C(=O)Nc3ccc(S(=O)(=O)N4CCCC(C)C4)cc3)cc(=O)c2c1 (stereo not drawn)	103.4	0.0	89.6	102.8	2.9	97.3	102.8	122.1
COC(=O)c1cnc(N2CCOCC2)nc1C(F)(F)F	94.7	0.0	114.7	93.1	5.0	98.6	92.2	105.2
CSc1ccccc1NC(=O)CN(C)CC(=O)Nc1cccc(Br)c1	98.2	0.0	85.5	100.1	3.1	102.3	104.3	97.0
Cn1cccc1/C=C1\SC(=S)N(NC(=O)c2ccccc2O)C1=O	81.7	0.0	78.4	86.5	3.1	88.0	85.1	81.6
O=C(NCCNC(=O)c1ccco1)c1ccc(Cl)c(Cl)c1	105.9	1.0	94.7	99.1	7.2	96.2	102.6	96.7
COc1ccc(C(=O)N/N=C(\Cc2ncc[nH]2)c2ccccc2)cc1	94.4	6.0	95.0	98.5	7.4	102.2	98.6	86.6
CCOC(=O)N1CCN(C(=O)CSc2nnc(Cn3c(=O)sc4ccccc43)n2C)CC1	105.1	0.0	99.3	95.5	-3.8	102.4	100.5	102.3
CCOC(=O)c1nn(-c2cc(C(=O)OC)cc(C(=O)OC)c2)cc1O	105.6	7.0	99.1	98.6	-4.1	99.8	98.6	116.3
CCn1nc(C)cc1C(=O)Sc1cccc(Cl)c1	109.8	2.0	118.0	107.3	12.8	111.7	92.0	68.0
CCC(=O)N/N=C(\C)CC(=O)Nc1cc(Cl)ccc1C	93.9	1.0	82.8	91.6	30.0	91.1	99.7	100.0
COC(=O)c1c(NC(=O)COc2ncnc3ccccc23)sc(C)c1C	94.8	1.0	94.8	94.0	20.7	100.5	98.5	100.8
Cc1ccc(-n2c(C)cc(C(=O)CN3C(=O)C(=O)N(C4CCCC4)C3=O)c2C)cc1	110.9	4.0	105.3	104.7	13.2	101.8	99.6	95.0
COC(=O)c1c(-c2ccc(C)cc2)csc1NC(=O)C1CC=CCC1C(=O)O (stereo not drawn)	105.7	2.0	105.7	91.1	-11.0	96.4	102.4	102.7
Cc1ccc(CN(CC(=O)NC2CCCC2)C(=O)CSc2nnc(COc3ccccc3)o2)cc1	101.2	2.0	101.9	106.3	-7.6	102.9	102.1	95.5
CCCC1C2CN(C(C)=O)CC=C2C(C#N)=C(N)C1(C#N)C#N (stereo not drawn)	96.7	1.0	95.0	97.0	1.1	109.4	93.1	109.3
CCNC(=O)C(=O)NCC1OCCCN1S(=O)(=O)c1cccs1 (stereo not drawn)	98.3	1.0	88.2	98.7	-0.8	95.3	98.0	90.7
CN(C)N(C)C(=O)C(O)(c1ccccc1)c1ccccc1	99.9	0.0	106.4	100.8	19.4	109.3	98.1	102.7
CCCCC(=O)N1C/C=C\C(c2ccc(OC)cc2)N(Cc2ccc(F)cc2)C(=O)[C@H]1Cc1ccccc1 (stereo partly drawn)	99.8	0.0	111.2	99.4	-12.5	102.1	119.1	98.9
COC(=O)CCCC1=CC2=CC(=O)C(C)(OC(=O)C3CCCC3)C(=O)C2=CO1 (stereo not drawn)	83.1	4.0	121.1	74.8	17.1	69.9	89.7	91.6
O=C(O)CSc1nnc(NC(=O)c2ccc3c(c2)OCO3)s1	98.6	5.0	102.8	94.5	6.2	110.3	100.0	84.6
COc1ccccc1NC(=O)CSc1nnc(CC(=O)Nc2ccccc2C)n1C	102.4	0.0	111.1	101.7	1.6	107.9	102.1	91.6
Cn1c(NNC(=O)c2c(F)cccc2F)cc(=O)n(C)c1=O	102.7	0.0	99.4	98.0	-2.5	106.3	100.2	98.2
O=C(NNS(=O)(=O)c1ccccc1)c1ccc(O)cc1	157.5	0.0	117.4	102.6	16.0	101.0	104.2	101.9
COc1ccc(C2CC(c3ccccc3)=NN2C(=O)COC(=O)C2CC2)cc1 (stereo not drawn)	107.1	0.0	99.4	105.5	18.2	100.9	106.6	99.8
COc1cccc(/C=N/NC(=O)C(=O)Nc2ccccc2OC(F)(F)C(F)F)c1O	88.3	2.0	102.3	89.6	-7.2	87.2	94.8	93.9
Fc1ccc(-c2nnc(NC3=NCCCCC3)o2)cc1	105.3	0.0	103.7	94.1	19.8	100.2	99.9	93.0
O=C(CCn1nnc2ccccc21)N1CCC(O)(c2cccc(F)c2)CC1	92.3	0.0	97.1	88.2	-7.8	94.2	91.7	109.9
Cc1c(C(=O)N2CCc3ccccc3C2)sc2nc(-c3ccccc3)cn12	96.5	0.0	90.6	95.6	23.7	84.9	93.0	105.4
Cc1cccc(N2CCN(CC(=O)Nc3ccc(-n4cnnn4)cc3)CC2)c1C	100.2	0.0	100.5	105.0	3.0	103.1	100.0	102.2
CCn1c2ccc(F)cc2c2nnc(SCCN3CCCCC3)nc21	112.5	0.0	98.3	102.9	-12.7	100.4	106.7	105.5
CC(C)C(=O)Nc1ccc(S(=O)(=O)Nc2nccc(/C=C/c3ccccc3)n2)cc1	99.5	0.0	97.1	98.7	28.9	100.5	97.9	111.5
O=C(O)CNc1nc(-c2ccccc2)c2cc([N+](=O)[O-])ccc2n1	106.1	1.0	98.1	100.5	1.0	94.5	101.7	89.3
CCOC(=O)c1c(NC(=O)/C=C\C(=O)O)sc(C)c1-c1ccccc1	97.5	0.0	104.0	84.3	3.8	99.5	93.5	105.8
O=C(Nc1ccccc1)c1cc(S(=O)(=O)N2CCOCC2)cs1	100.8	1.0	100.7	113.7	8.2	105.0	102.1	89.1
Cc1cccc(-c2noc(CCC(=O)NCc3ccccc3)n2)c1	99.1	0.0	102.2	88.0	3.8	91.4	95.3	91.0
CCN(CC)S(=O)(=O)c1nnc(NC(=O)c2ccco2)s1	108.8	2.0	95.0	98.3	0.1	94.8	105.2	99.6
COc1ccccc1C(CC(=O)O)NS(=O)(=O)c1ccc2c(c1)N(C(C)=O)CC(C)O2 (stereo not drawn)	99.2	0.0	87.1	91.9	11.2	95.1	96.9	120.1
CCC(=O)N1CCN(c2ccc(Cl)cc2NC(=O)c2ccc(Br)o2)CC1	102.8	2.0	99.9	104.3	5.3	105.8	104.5	87.8
CCOc1ccc(CCNC(=O)CCNC(=O)c2ccco2)cc1OCC	104.0	0.0	96.7	100.9	-0.3	100.2	103.6	93.8
COc1ccccc1CNC(=O)CN1C(=O)c2ccc([N+](=O)[O-])cc2C1=O	96.8	0.0	99.9	89.3	4.6	91.9	91.5	104.5
CCCN(CCC)CCCNC(=O)C(NS(=O)(=O)c1ccc2c(c1)CCC(=O)N2)c1ccccc1 (stereo not drawn)	107.5	3.0	109.8	104.9	1.7	110.1	98.3	106.2
COc1ccc(Cc2nc3ccc(C(=O)NCCn4ccnc4C)cc3o2)cc1OC	97.7	0.0	76.9	99.0	-9.9	93.0	104.2	94.6
Cc1nc(SCc2nc3c([N+](=O)[O-])cccc3[nH]2)c2oc3ccccc3c2n1	94.6	0.0	84.8	93.8	-2.7	89.8	94.0	105.7
CCOC(=O)N1CCN(S(=O)(=O)c2ccc(OC)c(OC)c2)CC1	98.9	2.0	102.4	99.5	-0.6	105.1	102.9	99.9
C=CCn1c(SCC(=O)NC23CC4CC(CC(C4)C2)C3)nc2cc(C(=O)O)ccc2c1=O	92.5	1.0	91.7	99.2	0.8	101.1	98.0	104.6
COc1ccc(S(=O)(=O)N2CCCCCC2)cc1C(=O)N(C)CC(=O)Nc1c(Cl)cccc1Cl	110.2	0.0	113.8	107.3	2.8	104.7	104.7	100.3
COc1cc2c(cc1OC)CN(C(=O)c1ccc3[nH]c(C)c(C)c3c1)CC2	92.2	1.0	102.7	95.4	-12.7	94.8	93.7	76.4
Cc1ccc(C(=O)OCC(=O)Nc2ccc(N(C)C)cc2)cc1NC(=O)c1ccco1	118.5	0.0	98.7	107.6	0.0	110.1	105.8	92.2
CC1CCCCN1C(=O)CSc1nc2ccccc2[nH]1 (stereo not drawn)	114.5	0.0	103.3	90.8	0.5	·	84.8	98.1
Nc1c(-c2cccc(Cl)c2)cnn1-c1cccc([N+](=O)[O-])c1	110.2	0.0	124.1	74.6	-10.1	94.1	98.1	106.6
Cc1ccc(SCC(=O)OCC(=O)NCCNC(=O)COC(=O)CSc2ccc(C)c(C)c2)cc1C	105.2	0.0	103.2	101.4	15.8	95.8	97.8	140.5
C=CCNC(=O)c1ccccc1NC(=O)c1ccccc1N(C)S(C)(=O)=O	102.0	1.0	99.3	103.2	6.5	101.9	95.5	90.9
Cc1ccc2c(c1)c(N=O)c(O)n2Cc1ccc(Cl)cc1	?	2.0	?	96.8[may fluoresce red]	-1.6	?	?	106.2
CCn1c(C(=O)O)c(CC(=O)Nc2ccccc2OC)c2ccccc21	101.8	0.0	102.5	97.4	-5.1	96.3	100.0	88.1
CC(Nc1nc(-c2ccc3c(c2)NC(=O)CO3)cs1)c1ccccc1 (stereo not drawn)	101.3	0.0	99.8	103.8	-0.6	·	95.1	106.0
O=C(CN1CCN(CC(=O)Nc2cccc(F)c2)CC1)Nc1ccc(-c2ccccc2)cc1	106.0	0.0	93.8	98.6	9.5	99.5	103.2	103.2

In a second layout: entries from further up.
SMILES | MEP2-GFP yeast | GRK2 aptamer HTS | LAP4 TOR yeast | CIT2-GFP yeast | VLA-4 inh | AGP1-GFP MLPCN | RPL19A-GFP yeast | CR mimetic SO
CC1CCCCN1C(=O)CSc1nc2ccccc2[nH]1 (stereo not drawn) | 114.5 | 0.0 | 103.3 | 90.8 | 0.5 | · | 84.8 | 98.1
Nc1c(-c2cccc(Cl)c2)cnn1-c1cccc([N+](=O)[O-])c1 | 110.2 | 0.0 | 124.1 | 74.6 | -10.1 | 94.1 | 98.1 | 106.6
Cc1ccc(SCC(=O)OCC(=O)NCCNC(=O)COC(=O)CSc2ccc(C)c(C)c2)cc1C | 105.2 | 0.0 | 103.2 | 101.4 | 15.8 | 95.8 | 97.8 | 140.5
C=CCNC(=O)c1ccccc1NC(=O)c1ccccc1N(C)S(C)(=O)=O | 102.0 | 1.0 | 99.3 | 103.2 | 6.5 | 101.9 | 95.5 | 90.9

(listing goes on)
SMILES	MEP2-GFP yeast	GRK2 aptamer HTS	LAP4 TOR yeast	CIT2-GFP yeast	VLA-4 inh	AGP1-GFP MLPCN	RPL19A-GFP yeast	CR mimetic SO
Cc1ccc2oc(C(=O)N(C)Cc3ccon3)c(C)c2c1	106.3	92.0*	99.9	100.9	4.3	99.2	102.2	101.7
COc1cccc(C(=O)/C=C/Nc2ccc(S(=O)(=O)Nc3ccc(C(C)=O)cc3)cc2)c1	95.4	0.0	89.9	85.0	-34.1	91.0	91.8	101.5
CC(C)(C)c1ccc(-c2nc(N)nc(N)n2)cc1	97.4	0.0	106.2	96.6	8.8	102.9	99.8	104.4
Nc1nnc(-c2ccc(Cl)cc2Cl)s1	100.9	1.0	99.4	94.0	6.7	93.2	93.5	105.1
Cc1ccc(NC(=O)N2CCN(C(=O)c3ccco3)CC2)cc1Cl	106.0	2.0	96.1	101.1	9.9	102.5	100.1	118.0

Outcome played no part in choosing rows, and some 1.7% of all compounds hit somewhere here.
